High-throughput results from PubChem.
TRHR ag = TRH receptor (human) agonism | AID 493084 | TRHR cells, calcium flux fluo-8, FDSS agonist mode | hit rate 0.18% among 360,000 | P34981 | activation, % at 2 µM; further: 0% is about no effect
Target sequence (P34981 whole entry, looked up): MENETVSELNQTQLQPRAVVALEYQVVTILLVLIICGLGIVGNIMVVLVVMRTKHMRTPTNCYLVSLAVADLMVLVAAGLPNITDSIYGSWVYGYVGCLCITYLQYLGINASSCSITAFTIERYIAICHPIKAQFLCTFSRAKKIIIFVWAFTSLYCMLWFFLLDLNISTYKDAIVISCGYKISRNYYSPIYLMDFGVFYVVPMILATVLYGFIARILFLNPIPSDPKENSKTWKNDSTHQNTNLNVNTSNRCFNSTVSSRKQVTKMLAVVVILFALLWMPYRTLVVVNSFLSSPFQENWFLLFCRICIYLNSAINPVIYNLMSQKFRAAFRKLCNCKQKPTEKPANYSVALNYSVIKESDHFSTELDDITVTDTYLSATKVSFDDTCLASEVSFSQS
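Steps: seed TRHR cells overnight; add fluo-8 no-wash Ca dye, RT 30 min–1.5 h; record 10 s baseline; pin-transfer compounds; monitor fluorescence 1 cycle/s for the agonist window. Calcium increases flag candidate agonists.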
TRHR PAM = allosterically enhances the human TRH receptor; enhancement, % at 2 µM; TRHR cells, fluo-8 calcium fluorescence, EC20 TRH enhancement; P34981; hit rate 0.66% among 360,000; AID 493056; in the data active means enhancement above about 30%; further: 0% is about no effect
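Enhancer read-out: after compound pinning and an initial kinetic agonist-mode read, an EC20 of TRH (10 nM final) was injected and fluo-8 calcium signal (Ex 480/Em 530) followed at 1 s/cycle for 100 cycles in TRHR-expressing cells.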
D1 antag = human D1 dopamine receptor antagonism; P21728; hit rate 3.2% among 360,000; HEK293 TREx D1 cells, calcium flux, dopamine EC80; stronger effect = lower value; AID 504652; activity change, negative = inhibition, % at 10 µM; in the data active means activity change below about -30%; further: on the % scale 0 is the no-effect control and ±100 the full control effect
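Cells carrying a force-coupled, tetracycline-inducible human D1 receptor report calcium flux. Each well gets a 10 s baseline, compound with 180 s monitoring, then an EC80 dopamine stimulus with a second 180 s kinetic read.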
D2 antag = antagonizes the human D2 dopamine receptor | HEK293 TREx D2 cells, calcium flux, dopamine EC80 | AID 485344 | inhibition, % at 10 µM | P14416 | hit rate 2% among 340,000; in the data active means inhibition above about 30%; further: 0% is about no effect
Target sequence (P14416 whole entry, looked up): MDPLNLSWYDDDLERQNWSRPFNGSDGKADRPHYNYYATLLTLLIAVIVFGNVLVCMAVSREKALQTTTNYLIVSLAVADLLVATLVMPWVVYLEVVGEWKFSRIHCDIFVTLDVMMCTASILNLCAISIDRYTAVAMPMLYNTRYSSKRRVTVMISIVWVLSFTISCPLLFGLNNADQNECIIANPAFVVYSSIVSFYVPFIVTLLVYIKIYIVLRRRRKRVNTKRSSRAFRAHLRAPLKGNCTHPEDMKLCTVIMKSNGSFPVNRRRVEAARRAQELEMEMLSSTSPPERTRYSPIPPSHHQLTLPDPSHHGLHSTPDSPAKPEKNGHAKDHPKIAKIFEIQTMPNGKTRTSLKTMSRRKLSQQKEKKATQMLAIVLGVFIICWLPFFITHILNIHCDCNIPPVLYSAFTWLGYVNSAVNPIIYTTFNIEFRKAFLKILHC
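Tetracycline-induced HEK293 TREx cells expressing D2 receptor forced-coupled to calcium signalling, loaded with no-wash calcium dye. Compounds added and calcium flux read 180 s, then dopamine added at EC80 and read a further 180 s.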
D2 agonist = D2 dopamine receptor (human) agonism; hit rate 0.53% among 340,000; HEK293 T-REx D2 cells, calcium flux agonist mode; activation, % at 2 µM; AID 485358;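 active means activation over 3 SD above normal in the single-dose calcium agonist read, cut at about 30% in these data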; further: 0% is about no effect
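Agonism scored from kinetic calcium signal (1 read/sec, 180 s) following compound pin transfer, after a 10 s baseline. Cells: HEK293 Trex line expressing inducible D2 receptor coupled to calcium, dye-loaded after overnight culture at 30 C.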
D1 ag = activates the human D1 dopamine receptor; P21728; HEK293 T-REx D1 cells, calcium flux, agonist mode; activation, % at 2 µM; hit rate 1% among 360,000; further: 0% is about no effect
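Inducible HEK293 T-REx D1 cells, force-coupled to calcium signalling, were plated at 4000 cells/well with tetracycline and held overnight at 30 C. After no-wash calcium dye loading, compound-evoked calcium rise over 180 s flagged agonists.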
RXFP1 antag = blocks the human relaxin receptor RXFP1; Q9HBX9; HEK293-RXFP1, relaxin-stimulated cAMP HTRF, 30 min; stronger effect = lower value; activity change, negative = inhibition, % at 57.5 µM; hit rate 0.59% among 350,000; AID 1259400;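 active means activity change of -60% or lower, but not beyond a set lower limit; inconclusive means change between -60% and -40%, or beyond the set limit; inactive means change above -40%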; further: on the % scale 0 is the no-effect control and ±100 the full control effect
D2 potentiator = D2 dopamine receptor (human) potentiation | AID 485347 | HEK293 T-REx D2, calcium flux, EC20 dopamine potentiation | potentiation, % at 10 µM | hit rate 0.34% among 340,000;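 active means potentiation over 3 SD above the plate norm, cut at about 30% in these data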; further: 0% is about no effect
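Cells plated with tetracycline inducer and held overnight at 30 C; calcium dye loaded 30–90 min at room temperature; baseline taken, compound added and read 180 s; EC20 dopamine then added and read 180 s.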
D1 PAM = enhances dopamine response at the human D1 receptor | hit rate 0.036% among 360,000 | AID 504651 | potentiation, % at 10 µM | HEK293 TREx D1 cells, calcium flux, dopamine EC20 potentiation; in the data active means potentiation above about 30%; further: 0% is about no effect
* = called active by the depositor; ? = inconclusive; · = no result given. Unless noted, no stated cut-off is given here; in the data, active means activation above about 30%; inactive means the rest. No enrichment for hits; 7.3% or so of the library scored in one or more.

SMILES	TRHR ag	TRHR PAM	D1 antag	D2 antag	D2 agonist	D1 ag	RXFP1 antag	D2 potentiator	D1 PAM
CC(C)(C)c1ccc(C(=O)NNC(=O)Cc2cccc3ccccc23)cc1	-1.2	-6	-5	5	0.5	14	-17	5	-2
Cc1ccc(Cl)cc1NC(=O)c1sc(-n2nc(C)c(Cc3ccc4c(c3)OCO4)c2C)nc1C	-0.8	0	-6	·	-1.5	3	-3	8	1
COc1cccc(NC2=NC3(CCCCC3)N=C(N)N2)c1	0.3	14	-21	3	0.3	-2	-1	3	-4
Cc1ccc(-c2nn3c(=O)cc(CN4CCN(C(=O)/C=C/c5ccccc5)CC4)nc3s2)cc1	-0.4	-4	14	·	-0.1	0	·	5	0
CCOC(=O)CSc1nc(C)c2ccc(C)cc2n1	-0.1	1	-1	-19	-0.2	0	1	2	-11
Cc1cc(OC(C)C(=O)NCCCn2ccnc2)c2c(C)cc(=O)oc2c1 (configuration not stated)	0.3	3	8	·	·	0	3	·	6
CCc1ccc(-c2nc(CN3CCCC(C(=O)NCCc4ccc(OC)c(OC)c4)C3)c(C)o2)cc1 (configuration not stated)	0.2	0	-11	-7	0.2	18	-32	8	-3
CC(NC(=O)CN(C)S(=O)(=O)c1ccc(Br)s1)c1ccccc1 (configuration not stated)	-1.3	1	-3	3	-0.6	-4	0	-6	-3
COc1ccccc1N(CC(=O)N1CCOCC1)S(C)(=O)=O	0.6	-10	0	-1	-0.5	2	-3	7	2
COc1cc(/C=C/[N+](=O)[O-])ccc1OC(=O)/C=C/c1ccc(F)cc1	1.1	1	-16	-4	3.6	11	-18	18	11
O=C(COc1ccc(Cl)cc1)NCc1nnc(SCC(=O)c2ccccc2)o1	-0.6	-2	-21	-23	-2.0	17	-6	18	2
COc1cc(/C=C2/CC(C)OC2=O)c([N+](=O)[O-])cc1OC (configuration not stated)	-0.1	-5	-1	1	-0.3	0	3	-12	-9
CCS(=O)(=O)c1ncc(Cl)c(C(=O)N(Cc2ccccc2)Cc2ccco2)n1	0.9	-19	-19	·	6.7	-2	?	6	-3
CC(=O)N1CCc2cc(S(=O)(=O)CCC(=O)N3CCN(c4ccccc4)CC3)ccc21	-0.1	3	-6	12	0.4	3	-12	-1	0
CCOC(=O)c1sc(NC(=O)C2CC(=O)N(c3ccc(OC)cc3)C2)nc1C (configuration not stated)	-0.3	-7	-4	0	0.6	3	2	-13	0
COC(=O)c1sccc1NC(=O)COc1ccc(Cl)cc1	0.4	-3	-4	5	2.7	4	-11	0	8
COc1cc(NC(=O)CSCc2ccccc2)c(C(=O)O)cc1OC	0.9	0	-5	0	0.4	1	-21	-3	-4
Cc1oc2c(c(C)cc3oc(=O)c(CC(=O)NCC(=O)NCC(=O)O)c(C)c32)c1C	0.2	-1	2	9	1.8	3	·	4	1
COc1ccc(Br)cc1CNC(=O)CCN1C(=O)COc2ccccc21	-0.8	2	12	-13	0.1	0	-10	-4	2
Cc1cc(C)n(-c2nc3ccccc3nc2Nc2cccc(C(=O)NCCc3ccccc3)c2)n1	0.9	3	-3	·	0.6	1	-13	12	1
CN(Cc1ccccc1)c1ccc(N2C(=O)CCCC2=O)cc1[N+](=O)[O-]	-0.2	-1	-6	5	-0.1	4	5	-4	0
CCOC(=O)c1ccc(NC(=O)Nc2ccc(S(N)(=O)=O)cc2)cc1	-1.1	3	-8	-9	-0.2	1	-1	·	4
O=C(CN1C(=O)C2C3C=CC(C3)C2C1=O)OCC(=O)c1ccc(Cl)cc1 (configuration not stated)	0.4	1	-29	3	0.2	3	3	5	0
Cc1ccsc1CNC(=O)c1c(-c2ccccc2)noc1C	0.2	-3	-1	6	0.4	2	-13	12	4

Profiles as entered above:
O=C(COc1ccc(Cl)cc1)NCc1nnc(SCC(=O)c2ccccc2)o1 across the screens: TRHR ag = -0.6; TRHR PAM = -2; D1 antag = -21; D2 antag = -23; D2 agonist = -2.0; D1 ag = 17; RXFP1 antag = -6; D2 potentiator = 18; D1 PAM = 2
CCS(=O)(=O)c1ncc(Cl)c(C(=O)N(Cc2ccccc2)Cc2ccco2)n1 across the screens: TRHR ag = 0.9; TRHR PAM = -19; D1 antag = -19; D2 antag = ·; D2 agonist = 6.7; D1 ag = -2; RXFP1 antag = ?; D2 potentiator = 6; D1 PAM = -3

The list goes on.
SMILES	TRHR ag	TRHR PAM	D1 antag	D2 antag	D2 agonist	D1 ag	RXFP1 antag	D2 potentiator	D1 PAM
Cc1ccc(C(=O)CSc2nnc3ccc4ccccc4n23)cc1	0.0	-2	-11	·	·	0	-7	12	-1
NC(=O)c1ccc(NC(=O)CS(=O)(=O)c2cn(CC(=O)N3CCCC3)c3ccccc23)cc1	1.0	9	-15	-14	1.0	4	-12	4	-1
O=C(COc1ccc(Br)cc1CO)Nc1ccccc1	-0.1	1	3	·	·	3	-10	·	-3
CCC(C)n1c(=N)c(C#N)cc2c(=O)n3ccccc3nc21 (configuration not stated)	0.9	5	-14	8	0.7	3	-9	14	-7
Cc1cc(C)c2cc(CN(Cc3ccco3)C(=O)NCc3ccccc3)c(=O)[nH]c2c1	-0.7	-2	5	-1	0.1	4	1	6	2
O=C(CCC(=O)c1ccccc1)NCc1ccccc1	-1.1	-3	-8	13	-0.7	2	10	3	-5
CC1(C)CC(=O)C2=C(C1)c1c(ccc3ccccc13)NC2c1ccc(C(=O)O)cc1 (configuration not stated)	-2.3	5	-3	0	-0.3	4	2	1	-6
CCOC(=O)N1CCC(NC(=O)CSCc2nc(-c3ccc(C)cc3)oc2C)CC1	-0.3	13	4	20	-0.4	2	-8	14	0
CC(=O)Nc1ccc(S(=O)(=O)N2CCC(C(=O)NCCc3c[nH]c4ccccc34)CC2)cc1	-0.1	1	10	-1	0.1	2	-4	-7	8
O=C(COC(=O)c1cc(-c2cccnc2)nc2ccccc12)Nc1ccc(F)cc1F	0.6	0	-6	3	0.8	0	-6	-8	2
CCN1CCN(c2cc(C)c3cc(NC(=O)c4cc(Cl)ccc4OC)ccc3n2)CC1	1.5	-3	4	·	0.0	21	-19	-2	-1
COc1cccc(/C=C/c2nc(C#N)c(N3CCN(C)CC3)o2)c1	-0.9	1	1	·	-0.5	2	·	·	4
CC(C)CC(=O)N=C1SC2CS(=O)(=O)CC2N1CCc1ccccc1 (configuration not stated)	0.0	18	4	-3	0.0	1	-8	-3	10
CCCN(C(=O)c1ccco1)c1nnc(-c2cccc(C)c2)s1	-0.8	17	8	5	-1.1	2	-9	-1	-3
COc1cccc(-n2c(=O)c3sc4ccccc4c3n(CC(=O)NC3CCCCC3)c2=O)c1	-1.5	8	4	·	-0.8	7	·	9	-1
COCCn1c(-c2cccs2)nc2c(c(=O)c3ccccc3n2C)c1=O	1.1	-5	12	-6	-0.5	0	·	2	4
CC1CC(CC(=O)NNc2nc(-c3ccccc3)cs2)C(=O)O1 (configuration not stated)	0.2	-4	-8	9	0.4	2	-4	1	-3
CCOC(=O)C1=C(O)C(=O)N(c2ccc(S(N)(=O)=O)cc2)C1c1cccc([N+](=O)[O-])c1 (configuration not stated)	1.2	-7	-1	22	0.3	2	-6	4	-2
Cc1ccc(-c2nc(CS(=O)(=O)CC(=O)N3CCc4ccccc4C3)c(C)o2)cc1	-0.1	3	-9	1	-0.1	-2	?	2	-1
Cc1ccc(S(=O)(=O)C(CNC(=O)c2ccc(C(F)(F)F)cc2)c2ccco2)cc1 (configuration not stated)	0.0	-2	·	·	-0.6	1	-19	-12	0
Cc1nc2c(C(=O)NCc3ccco3)cnn2c(C)c1Cc1ccc(F)cc1Cl	0.1	8	-6	-8	0.5	2	2	-7	-4
CS(=O)(=O)N1N=C(c2ccccc2)CC1c1ccc2c(c1)OCO2 (configuration not stated)	-0.2	0	-6	-4	0.4	15	13	6	-8
O=C(CN1CCCC1c1ccc2c(c1)OCCO2)NC(=O)Nc1ccccc1 (configuration not stated)	0.4	-7	-7	1	-0.4	0	1	9	-6
Cc1nc(-c2ccccc2)sc1-c1nc(-c2ccccc2)ncc1S(=O)(=O)c1ccccc1	0.6	-11	7	-5	0.5	1	-11	5	-1
CN(C)/C(=N\OC(=O)c1ccccc1)c1nonc1N	0.1	0	2	10	0.5	3	0	8	-2
COc1ccc(NC(=O)CSc2nnnn2-c2ccc(OC)cc2)cc1	-0.2	6	-80*	-18	-0.1	-3	-7	-20	4
O=C(NCC(=O)N1CCC2(CC1)NCCc1[nH]cnc12)c1cccc(Cl)c1	0.9	11	0	-25	0.4	0	-18	3	1
Cc1ccc(NC(=O)c2ccc3c(c2)NC(=O)CS3)nc1	-0.1	0	-8	7	-0.3	2	4	8	-4
CS(=O)(=O)N(CC(=O)N/N=C/c1cccc2c1OCCO2)c1ccccc1Br	0.1	3	-26	-6	-0.4	2	-12	3	-10
COC(=O)Cc1nc2ccccc2[nH]1	0.3	3	5	7	0.0	2	5	14	-6
CCNC(=O)c1ccccc1NC(=O)c1cccc(S(=O)(=O)N2CCOCC2)c1	0.4	4	0	5	1.2	1	2	9	3
CNS(=O)(=O)c1cccc(C(=O)NCC2(N3CCOCC3)CCCCC2)c1	2.1	8	-9	0	0.3	-2	-20	4	2
COc1ccc(N2CCN(C(=O)Cc3ccc(Cl)cc3)CC2)cc1	-1.1	-8	-20	-14	-0.1	2	-8	-1	-6
Cc1ccc(N2C(=O)CC(NNC(=O)c3cccc(S(=O)(=O)N4CCCC4)c3)C2=O)cc1 (configuration not stated)	0.0	3	9	-6	1.3	0	6	-2	-1
COc1cccc(-c2cccc(NC(=O)C3CCN(Cc4nccs4)CC3)c2)c1	-0.2	-5	-1	12	-0.2	0	-7	-8	-1
CCC(=O)Nc1ccc(C(=O)CN2CCC(C)CC2)cc1	-2.9	-3	3	2	0.0	3	·	-15	-12

Pulled one by one from the list above:
SMILES	TRHR ag	TRHR PAM	D1 antag	D2 antag	D2 agonist	D1 ag	RXFP1 antag	D2 potentiator	D1 PAM
O=C(NCC(=O)N1CCC2(CC1)NCCc1[nH]cnc12)c1cccc(Cl)c1	0.9	11	0	-25	0.4	0	-18	3	1
CS(=O)(=O)N(CC(=O)N/N=C/c1cccc2c1OCCO2)c1ccccc1Br	0.1	3	-26	-6	-0.4	2	-12	3	-10
Cc1ccc(NC(=O)c2ccc3c(c2)NC(=O)CS3)nc1	-0.1	0	-8	7	-0.3	2	4	8	-4

Further structures:
SMILES	TRHR ag	TRHR PAM	D1 antag	D2 antag	D2 agonist	D1 ag	RXFP1 antag	D2 potentiator	D1 PAM
COc1ccc(S(=O)(=O)N(C)C)cc1NC(=O)c1ccc2c(c1)NC(=O)C(C)S2 (configuration not stated)	-0.1	1	6	77*	-1.2	1	11	-21	-3
N#CC(c1ccc(O)cc1)N1CCOCC1 (configuration not stated)	0.5	-3	-1	6	0.5	3	-14	-6	-1
Cc1c(C(=O)Nc2ccc(Br)cc2F)sc2ncnc(N(C)C3CCCCC3)c12	0.6	0	-2	·	0.1	1	1	4	-3
CS(=O)(=O)N(CC(=O)N1CCC(C(N)=O)CC1)c1ccc(Cl)c(C(F)(F)F)c1	1.3	0	1	-8	-0.2	-1	1	-3	-3
CCCCCC(C)n1[nH]c(=O)cc1N (configuration not stated)	0.6	-1	12	11	0.4	0	11	-8	3
